Screening data: PubChem BioAssay, several laboratories
NCOA3 inh: SRC3 coactivator transcriptional activity inhibitors, primary screen, cell-based, luminescence; Nuclear receptor coactivator 3 (Homo sapiens), Q9Y6Q9; HEK293 GAL4-SRC3 luciferase reporter; inhibition, % at 3.6 µM; hit rate 0.17% among 360,000; AID 588352, 2011;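 active = inhibition above a per-campaign cutoff, the mean of all compounds plus 3 SD, cut at about 60% in these data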;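 note: 0% = DMSO-treated cells and 100% = gossypol-treated cells at 36 µM; higher means less SRC3-driven luciferase light from the GAL4 reporter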
ABHD5-PLIN5 inh: ABHD5-PLIN5 interaction inhibitors, primary screen, cell lysate, split luciferase complementation, luminescence; Perilipin-5 (Homo sapiens) + 1-acylglycerol-3-phosphate O-acyltransferase ABHD5 (Homo …; Split G. princeps luciferase complementation, 4 h; inhibition, % at 4 µM; hit rate 0.78% among 360,000; AID 602281, 2012;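 active = inhibition above the mean inhibition across every tested compound plus 3 SD, cut at about 22% in these data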;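 note: 0% = DMSO only wells and the 100% control is not disclosed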
Target sequence (Q00G26 whole entry, looked up): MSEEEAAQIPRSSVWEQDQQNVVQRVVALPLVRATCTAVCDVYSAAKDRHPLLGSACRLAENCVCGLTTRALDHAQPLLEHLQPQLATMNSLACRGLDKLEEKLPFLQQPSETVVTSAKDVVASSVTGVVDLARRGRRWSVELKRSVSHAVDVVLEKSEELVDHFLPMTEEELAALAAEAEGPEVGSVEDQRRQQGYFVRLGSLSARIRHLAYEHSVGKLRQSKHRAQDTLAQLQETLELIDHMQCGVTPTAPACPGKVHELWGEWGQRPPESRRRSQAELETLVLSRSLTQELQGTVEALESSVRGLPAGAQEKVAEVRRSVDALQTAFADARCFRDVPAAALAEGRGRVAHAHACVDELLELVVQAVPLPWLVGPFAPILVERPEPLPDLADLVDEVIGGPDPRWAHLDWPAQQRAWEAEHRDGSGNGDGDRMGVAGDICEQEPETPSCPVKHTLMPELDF
Target sequence (Q8WTS1 whole entry, looked up): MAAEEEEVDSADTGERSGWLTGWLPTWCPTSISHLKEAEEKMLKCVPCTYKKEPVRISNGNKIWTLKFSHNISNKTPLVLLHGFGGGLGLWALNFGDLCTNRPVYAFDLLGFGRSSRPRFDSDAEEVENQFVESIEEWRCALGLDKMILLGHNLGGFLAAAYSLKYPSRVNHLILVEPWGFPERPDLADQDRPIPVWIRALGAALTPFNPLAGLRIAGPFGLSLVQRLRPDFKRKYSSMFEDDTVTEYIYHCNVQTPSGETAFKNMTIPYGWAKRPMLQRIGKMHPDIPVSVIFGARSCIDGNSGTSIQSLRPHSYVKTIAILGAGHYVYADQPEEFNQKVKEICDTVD
LRH-1 inv ag: LRH-1 (NR5A2) inverse agonists, primary screen, cell-based, luminescence, HEK293T, StAR-luciferase reporter; inhibition, % at 3.6 µM; hit rate 0.13% among 360,000; Nuclear receptor subfamily 5 group A member 2 (Homo sapiens), O00482; LRH-1 transfected, 24 h;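 active = inhibition above the mean inhibition of all tested compounds plus 3 SD, cut at about 73% in these data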;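 note: 0% = DMSO wells and 100% = reporter-only cells lacking LRH-1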
NCOA1 inh: SRC1 coactivator transcriptional activity inhibitors, primary screen, cell-based, luminescence. HEK293 GAL4-SRC1 luciferase reporter. inhibition, % at 3.6 µM. hit rate 0.12% among 360,000. AID 588354, 2011. Nuclear receptor coactivator 1 (Homo sapiens), Q15788;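 active = inhibition above the campaign mean plus 3 SD, with each screening campaign given its own cutoff, cut at about 60% in these data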;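 note: 0% = DMSO treated cells and 100% = gossypol at 36 µM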
SRC2 inh: inhibition of GAL4-SRC2 driven luciferase reporter, primary screen, SRC2 inhibitor project, cell-based, luminescence. Nuclear receptor coactivator 2 (Homo sapiens), Q15596. HEK293 GAL4-SRC2 luciferase reporter. inhibition, % at 9 µM. hit rate 0.17% among 370,000. AID 651957, 2012;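 active = inhibition above the mean inhibition of all tested compounds plus 3 SD, set per campaign, cut at about 52% in these data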;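 note: 0% = DMSO treated cells and 100% = cells given Gossypol at 36 µM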
Exocytosis inh: LAMP-1 surface exposure blockers, TALL-104 cells – cell-based, flow cytometry, MLPCN library, primary screen; TALL-104 LAMP-1 surface exposure; cells stimulated with thapsigargin and PMA; inhibition, % at 10 µM; hit rate 0.66% among 360,000; AID 651702, 2012;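 active = inhibition above about 55%, limit read from the data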
TLR9-MyD88 inh: inhibitors of TLR9-MyD88 association in cells, primary screen, cell-based, CHO, BLA complementation, fluorescence. inhibition, % at 4.98 µM. Toll-like receptor 9 (Homo sapiens) + Myeloid differentiation primary response protein …. CCF4 FRET ratio. hit rate 0.21% among 340,000. AID 504734, 2011;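 active = inhibition above the mean over all tested compounds plus 3 SD, cut at about 21% in these data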;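 note: 0% = DMSO only wells and 100% = clavulanate BLA inhibitor control wells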
NOD2 RIPK2 PPI: NOD2-RIPK2 binding disruptors in cells, primary screen, fluorescence, CHO cells, BLA complementation; Receptor-interacting serine/threonine-protein kinase 2 (Homo sapiens), O43353; hit rate 0.38% among 360,000; inhibition, % at 4.98 µM; AID 624267, 2012; CCF4 ratio; in the data active = inhibition above about 21%;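 note: 0% = vehicle only and 100% = reference blocker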
TROY NFkB inh: inhibitors of TROY-driven NF-kB signaling, primary screen, Q293 LMP1-TROYcd cells, NF-kB luciferase, uHTS; Q293 LMP1-TROYcd NF-kB luciferase reporter, 4 h; inhibition, % at 10 µM; hit rate 0.98% among 360,000;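 active = compounds whose plate-normalised and pattern-corrected inhibition of the luciferase reporter signal at the single screening dose is 50% or more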
NR2F2 inh: NR2F2 transcriptional activity inhibitors, primary screen, cell-based, luciferase reporter, HEK293T, luminescence; COUP transcription factor 2 (Homo sapiens), P24468; HEK293T NGFI-A luciferase reporter; inhibition, % at 8.6 µM; hit rate 0.7% among 370,000; AID 686940, 2013;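 active = inhibition above a per-plate cutoff, mean inhibition of test wells between control levels plus 3 SD, cut at about 38% in these data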;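 note: cells cotransfected with COUP-TFII expression vector driving the NGFI-A reporter; 0% = median of COUP-TF2 test wells and 100% = reporter-only cells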
TWEAK Fn14 block: inhibitors of TWEAK-Fn14 signaling, primary screen, luciferase reporter cells, uHTS; TWEAK-stimulated Fn14 reporter cells, luciferase luminescence, 8 h; inhibition, % at 10 µM; hit rate 2% among 360,000; in the data active = inhibition above about 50%
The depositor's hits bear a star; / = not tested or not shown.

SMILES	LRH-1 inv ag	NCOA1 inh	Exocytosis inh	TLR9-MyD88 inh	TWEAK Fn14 block	SRC2 inh	TROY NFkB inh	NOD2 RIPK2 PPI	NCOA3 inh	NR2F2 inh	ABHD5-PLIN5 inh
OC1(c2ccccn2)COc2ccccc2O1 (stereo unspecified)	0	6	-3	-2	-6	-41	-12	4	3	-3	6
COc1cccc(C(=O)NC2CC3CCCC(C2)N3CC(=O)Nc2ccccc2)c1 (stereo unspecified)	7	-16	-3	-11	-10	-7	-9	0	20	-8	0
O=C(COC(=O)CSc1ccc2ccccc2c1)Nc1ccccc1OC(F)F	3	9	4	3	8	14	0	-9	17	-5	6
Cc1ccc(NCC(=O)N/N=C/c2ccncc2)cc1	10	-37	-3	12	5	10	-2	1	9	-18	0
CC(C)C(=O)N1CCN(c2ccccc2NC(=O)c2ccco2)CC1	2	-67	15	1	-12	-23	-10	-5	-1	-1	-3
CS(=O)(=O)N1CCCC(C(=O)Nc2ccc3c(c2)OCCO3)C1 (stereo unspecified)	0	-6	-3	-12	6	-27	-7	-8	9	-9	0
O=C(COC(=O)c1cccnc1Cl)NCC1CCCO1 (stereo unspecified)	4	-87	2	-7	-8	7	-1	-6	-3	10	1
CC(C)CC1NC(=O)N(CC(=O)Nc2ccc(OC(F)F)cc2)C1=O (stereo unspecified)	10	-1	-5	9	-24	-8	-21	0	22	-10	9
Cc1cccc(Cn2c(C)nc3c(N)c(C)c(C)cc32)c1	7	-11	-6	-10	1	-14	19	8	14	-8	-1
CC(=O)C12CCCCC1CC1[C@@H]3CC(C)C4=CC(=O)CC[C@]4(C)C3CC[C@@]12C (stereo partly specified)	-4	1	41	-21	-13	-22	-23	10	-13	-2	-2
Cc1cc2c(c(=O)n1Cc1ccco1)C(c1ccccc1)C(C#N)=C(N)O2 (stereo unspecified)	-19	-5	-2	-1	27	12	0	15	2	15	36*
COc1cc(-c2cc(C(=O)O)c3cc4ccccc4cc3n2)cc(OC)c1OC	-6	-8	-6	-5	2	-10	-13	-8	4	-20	1
COc1ccc(/C=N/NC(=S)SC)cc1OC	-2	-10	-2	6	-6	-23	-22	-9	8	-6	1
Cn1cccc1C(=O)OCC(=O)Nc1cccc(S(=O)(=O)N2CCOCC2)c1	-5	-5	3	1	3	-32	11	-1	3	-15	-3
CC(C)(C)NC(=O)CN(C(=O)CNS(=O)(=O)c1ccccc1)c1ccc2c(c1)OCCO2	0	-10	-1	-15	8	13	-5	-3	-1	13	5
COc1cc(C(=O)NCc2nnc(SCC(=O)N3CCc4ccccc43)o2)cc(OC)c1OC	0	5	-2	-4	10	10	-3	0	11	8	2
CCN(C[C@H]1N[C@@](CC)(C(=O)OC)[C@H]2C(=O)N(C)C(=O)[C@@H]12)C(=O)Nc1ccc(F)cc1	19	1	-2	9	-10	-34	-26	-2	-9	-88	1
COc1ccc(CCNC(=O)COc2ccc(S(=O)(=O)N3CCCC3)cc2)cc1	11	-9	-4	4	-15	-2	-4	-7	8	-7	0
CCOC(=O)N1CCN(C(=O)c2ccc(C)c(S(=O)(=O)Nc3ccccc3)c2)CC1	12	-6	0	2	-3	-3	-3	-4	-8	-2	-1
O=C(NCc1ccccc1)C(c1ccccc1F)n1c(=O)c(-c2ccccc2)nc2ccccc21 (stereo unspecified)	1	/	9	/	/	4	/	-10	/	4	-4
Nc1ccc(C(=O)c2cccs2)cc1	-15	-111	0	-2	-10	-44	-37	-4	-13	-30	-5
c1ccc(-c2nnc(CN3CCCCC3)o2)cc1	-21	-19	2	8	4	-4	-50	0	-23	2	0
O=C(Nc1ccc(N2CCOCC2)cc1)c1cccc2c(-c3ccc(F)c(F)c3)coc12	-1	5	2	/	-28	-13	-42	11	-9	2	-4
CC(=O)NC(CCS(C)(=O)=O)C(=O)Nc1c(C)cccc1C (stereo unspecified)	24	-12	15	10	10	8	-5	6	-11	-5	1

Filtered by structure: the compounds so far containing fluorine.
SMILES	LRH-1 inv ag	NCOA1 inh	Exocytosis inh	TLR9-MyD88 inh	TWEAK Fn14 block	SRC2 inh	TROY NFkB inh	NOD2 RIPK2 PPI	NCOA3 inh	NR2F2 inh	ABHD5-PLIN5 inh
O=C(COC(=O)CSc1ccc2ccccc2c1)Nc1ccccc1OC(F)F	3	9	4	3	8	14	0	-9	17	-5	6
CC(C)CC1NC(=O)N(CC(=O)Nc2ccc(OC(F)F)cc2)C1=O (stereo unspecified)	10	-1	-5	9	-24	-8	-21	0	22	-10	9
CCN(C[C@H]1N[C@@](CC)(C(=O)OC)[C@H]2C(=O)N(C)C(=O)[C@@H]12)C(=O)Nc1ccc(F)cc1	19	1	-2	9	-10	-34	-26	-2	-9	-88	1
O=C(NCc1ccccc1)C(c1ccccc1F)n1c(=O)c(-c2ccccc2)nc2ccccc21 (stereo unspecified)	1	/	9	/	/	4	/	-10	/	4	-4
O=C(Nc1ccc(N2CCOCC2)cc1)c1cccc2c(-c3ccc(F)c(F)c3)coc12	-1	5	2	/	-28	-13	-42	11	-9	2	-4

(listing goes on)
SMILES	LRH-1 inv ag	NCOA1 inh	Exocytosis inh	TLR9-MyD88 inh	TWEAK Fn14 block	SRC2 inh	TROY NFkB inh	NOD2 RIPK2 PPI	NCOA3 inh	NR2F2 inh	ABHD5-PLIN5 inh
COc1ccc(CNC(=O)CCCCCn2c(SCC#N)nc3cc4c(cc3c2=O)OCO4)cc1	19	-2	-2	2	-15	6	-1	4	16	-2	-8
COC(=O)CCCSc1nccn1-c1ccccc1	4	-6	-2	3	11	-22	-1	0	8	-1	-7
O=C(COC(=O)c1cc(Br)ccc1O)Nc1cc(S(=O)(=O)N2CCCC2)ccc1Cl	6	1	7	4	7	17	-2	-16	-2	-17	8
O=C(NCCCCNC(=O)c1ccccc1F)c1ccccc1F	-6	11	-2	-18	-17	-21	11	7	10	-23	0
CC(C)c1nnc(NC(=O)CCC(=O)N2CCC(Cc3ccccc3)CC2)s1	-11	13	7	-16	5	0	3	0	-10	3	-2
CCCn1ncc(CN2CCN(CCc3ccccc3)C(CCO)C2)c1C (stereo unspecified)	-5	10	-3	1	-4	-13	-13	-15	1	9	2
O=C1OC(Cc2ccncc2)C(O)=C1C1=NCCCN1 (stereo unspecified)	3	6	2	-2	-2	12	-4	-10	-5	2	9
CC(=O)c1cc(-c2ccccc2)n(CC(=O)NC(C)(C)C)c1C	-16	1	0	-1	-12	-1	9	-9	-1	-29	-4
C=C1CCC(N(O)c2cc(C)on2)C(=C)CCC2C1CC2(C)C (stereo unspecified)	11	-8	6	1	14	-14	-2	-10	-4	10	-4
O=C1c2ccccc2NC(c2cccs2)N1O (stereo unspecified)	-25	-15	-2	3	1	2	-47	-1	-18	-18	-5
CCCCC(=O)Nc1ccc(C(=O)Nc2ccc(OC)cc2[N+](=O)[O-])cc1	-17	-39	2	0	13	16	3	-6	-16	2	-4
O=C(NCCS(=O)(=O)NCc1ccc(F)cc1)c1ccc2c(c1)OCO2	-6	-20	-8	3	11	-35	-12	-6	2	1	6
c1ccc(Cn2nnc3c(NCc4ccc5c(c4)OCO5)ncnc32)cc1	-23	-12	-4	-1	0	-4	20	-19	17	8	3
Nc1ccc2c(c1)OC1(CCCC1)O2	26	50	0	-8	90*	66*	68*	-15	55	65*	-25
Cc1nnc(CN(C)Cc2cn[nH]c2-c2ccc(-c3ccccc3)cc2)o1	-6	-3	-3	-12	5	-6	-6	-7	17	4	8
CC1CC(C)CN(S(=O)(=O)c2ccc(C(=O)NCc3ccc4c(c3)OCO4)cc2)C1 (stereo unspecified)	-1	4	1	3	24	-3	7	-10	6	9	-17
CCOC(=O)N1CCN(C(=O)c2ccc(N(Cc3ccccc3)S(C)(=O)=O)cc2)CC1	12	3	20	5	-14	3	3	-4	-4	-5	-2
Cc1ccc(NC(=O)CN(C)C(=O)COC(=O)C(C)(C)Oc2ccc(Cl)cc2)cc1	4	9	-9	1	13	-4	-20	4	-4	-17	-6
Cc1nnc(SCC(=O)N(C)c2ccccc2)n1-n1cccc1	-11	0	-4	-2	0	/	9	-5	-21	/	1
O=C(Nc1ccc2c(c1)C(=O)N(CC1CCCO1)C2=O)c1ccccc1Br (stereo unspecified)	0	-12	-1	1	-2	-14	-3	-7	-6	-6	-1
Nc1ncnc2c1nc(SCCO)n2Cc1ccccc1	-12	4	-1	5	-25	-16	-3	-21	1	10	1
CCCCC(=O)N(C)c1c(C)nc2ccc(C(=O)N(CC)CCN(C)C)cn12	-2	-2	-3	/	0	-3	-5	-1	-2	3	-2
CCCOC(=O)CSc1nc(N)c(C#N)c(-c2ccco2)c1C#N	8	6	3	3	15	-20	8	-3	7	8	5
CN(C)S(=O)(=O)N(CC(=O)NCCSCc1ccccc1)c1ccccc1	-11	5	0	10	-1	-1	-10	-20	-7	4	-3
CC(=O)C1=CCC(c2ccc(Cl)cc2)N(S(=O)(=O)c2ccccc2C)C1 (stereo unspecified)	-3	14	22	/	10	1	5	-6	21	6	5
Nc1nc(SCC(=O)Nc2cccc(Oc3ccccc3)c2)n[nH]1	2	-19	-4	0	10	-18	16	-12	-2	-27	-1

A portion of the library, so the mix of outcomes need not match the whole.
